# Cl transport mod: KCC2 cotransporter modulators, thallium flux, primary screen, cell-based, HEK293 KCC2, FluoZin-2 fluorescence, MLSMR | Solute carrier family 12 member 5 (Homo sapiens), Q9H2X9 | KCC2 cells, thallium flux FluoZin-2 fluorescence | B-score of Tl+ flux slope (higher = more flux/activation; lower = inhibition) at 10 µM | hit rate 2.2% among 190,000;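 active means thallium flux slope and its plate-corrected score both differing from the plate sample mean at a set confidence after two filtering rounds, in either direction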;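 further: slope of fluorescence scaled to starting intensity during 10 to 20 s after thallium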
# Target sequence (Q9H2X9 whole entry, looked up): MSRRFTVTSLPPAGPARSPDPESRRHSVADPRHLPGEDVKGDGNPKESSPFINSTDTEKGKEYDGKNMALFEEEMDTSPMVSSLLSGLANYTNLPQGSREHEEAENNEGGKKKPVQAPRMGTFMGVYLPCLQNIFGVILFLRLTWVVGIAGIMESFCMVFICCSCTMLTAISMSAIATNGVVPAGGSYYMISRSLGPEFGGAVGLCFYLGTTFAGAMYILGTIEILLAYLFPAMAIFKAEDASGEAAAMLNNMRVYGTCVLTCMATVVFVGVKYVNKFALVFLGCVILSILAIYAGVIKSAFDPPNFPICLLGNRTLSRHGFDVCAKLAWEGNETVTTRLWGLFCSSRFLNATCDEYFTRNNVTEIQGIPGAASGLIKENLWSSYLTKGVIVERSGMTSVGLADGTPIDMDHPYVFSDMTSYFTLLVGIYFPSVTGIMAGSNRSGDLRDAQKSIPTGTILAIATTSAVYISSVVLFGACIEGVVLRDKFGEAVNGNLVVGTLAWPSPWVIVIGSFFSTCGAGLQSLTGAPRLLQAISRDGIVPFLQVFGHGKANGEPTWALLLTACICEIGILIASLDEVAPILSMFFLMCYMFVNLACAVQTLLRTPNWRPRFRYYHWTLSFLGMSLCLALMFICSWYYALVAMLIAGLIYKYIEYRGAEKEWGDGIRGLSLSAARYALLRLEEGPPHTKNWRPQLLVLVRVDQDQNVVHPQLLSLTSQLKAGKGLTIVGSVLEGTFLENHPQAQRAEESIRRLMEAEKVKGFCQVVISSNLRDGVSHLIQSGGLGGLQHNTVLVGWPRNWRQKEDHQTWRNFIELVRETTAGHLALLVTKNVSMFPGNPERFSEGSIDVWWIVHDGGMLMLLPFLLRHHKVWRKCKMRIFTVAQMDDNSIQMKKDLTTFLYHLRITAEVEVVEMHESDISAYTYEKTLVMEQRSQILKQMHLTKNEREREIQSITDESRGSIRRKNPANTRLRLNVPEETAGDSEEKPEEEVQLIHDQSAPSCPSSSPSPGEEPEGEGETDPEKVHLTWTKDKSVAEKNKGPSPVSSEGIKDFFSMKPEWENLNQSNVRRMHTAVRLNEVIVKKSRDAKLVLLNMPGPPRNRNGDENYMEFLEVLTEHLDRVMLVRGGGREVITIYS
# Furin inh: human furin inhibitors, primary screen, biochemical, fluorescence intensity | hit rate 0.061% among 220,000 | purified furin, fluorogenic substrate cleavage | inhibition, % at 30 µM | P09958; in the data active means inhibition above about 25%; further: inactives centre near -15
# TRPML3 ag: human TRPML3 channel agonists, primary screen, cell-based, HEK293 TRPML3-YFP, Fluo-8 calcium fluorescence, 3 µM; 100% = the carbachol control signal; AID 1448, 2008; Mucolipin-3 (Homo sapiens), Q8TDD5; activation, % at 3 µM; hit rate 0.29% among 220,000;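 active means activation above its plate's cutoff, the mean activation of the plate's test wells plus 3 SD, cut at about 12% in these data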;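 further: 0% = DMSO only wells and 100% = carbachol wells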
#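 Material: HEK293 cells stably carrying human TRPML3-YFP; compound dosing: single dose, 3 µM final nominal compound, 0.3% DMSO final; incubation: 1-h 37 °C dye load, 5-s basal, 120-s post-compound reads; technique: Fluo-8 intracellular calcium fluorescence, excitation 470-495 nm, emission 515-575 nm; read-out basis: percent activation from peak-to-basal fluorescence ratio, scaled between DMSO and carbachol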
# thrombin 1536: human alpha-thrombin inhibitors, primary screen, counter-screen for coagulation protease inhibitor project, biochemical, 1536-well, fluorogenic AMC substrate. inhibition, % at 5 µM. Boc-VPR-AMC fluorogenic substrate cleavage. hit rate 0.26% among 220,000. Prothrombin (Homo sapiens), P00734;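 active means inhibition at or above 40%; inactive means inhibition below 40%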;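 further: 0% = enzyme with no compound and 100% = wells without enzyme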
#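 signal = AMC fluorescence, 355/460 nm | material = human alpha-thrombin enzyme | control set = enzyme without compound as high, wells lacking enzyme as low | times = reaction at room temperature | read-out basis = percent inhibition scaled between no-compound controls and no-enzyme blanks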
# Calpain2 inh: inhibitors of pig calpain II, primary screen, biochemical, fluorogenic peptide substrate, 1536-well; AID 1236, 2008; inhibition, % at 16 µM; purified calpain II, 30 min; hit rate 0.37% among 220,000;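 active means inhibition above about 50%, limit read from the data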
# Tb hexokinase: Trypanosoma brucei hexokinase 1 inhibitors, primary screen, biochemical, G6PDH-coupled NADH absorbance, MLSCN library; recombinant TbHK1, G6PDH-coupled NADH A340; inhibition, % at 10 µM; hit rate 0.11% among 220,000; AID 1430, 2008;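 active means inhibition of 50% or more in the single-dose primary screen; inactive means inhibition below 50%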
# EBV gp42 block: Epstein-Barr virus gp42 inhibitors, primary screen, biochemical, uHTS, fluorescence polarization | hit rate 0.42% among 220,000 | Fluorescence polarization binding assay, mP read-out | inhibition, % (tested at 21.74 µM); in the data active means inhibition above about 50%
# TRPN1 ag: zebrafish TRPN1 channel agonists, primary screen, cell-based, HEK293, calcium fluorescence. activation, % at 3 µM. hit rate 0.18% among 220,000. HEK293 zebrafish TRPN1-YFP, Fluo-8 calcium fluorescence; 100% = response to 87 µM carbachol. AID 1424, 2008;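 active means activation above its plate's cutoff, the mean activation of test wells on that plate plus 3 SD, cut at about 19% in these data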;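 further: 0% = DMSO alone and 100% = 87 µM carbachol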
#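 Assay system: Zebrafish TRPN1-YFP in HEK293 cells | Incubation: Dye loading 1 h at 37 °C, then 30 min room temperature | Measured by: Kinetic Fluo-8 fluorescence, ex 470-495, em 515-575 nm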
# PPC-1+TRAIL kill: compounds killing PPC-1 cancer cells with TRAIL present, primary screen, TRAIL potentiator project, ATPLite luminescence, uHTS; AID 1443, 2008; hit rate 0.41% among 220,000; cell killing (% activity), % at 4 µM; PPC-1 cells + TRAIL, ATPLite viability luminescence;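 active means cell killing above 50% in the first pass at 4 µM, then a duplicate retest at 5 µM averaging 50% or more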;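 further: plate controls were cells with TRAIL plus DMSO for no effect and medium-only wells lacking cells for full effect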
# * = called active by the depositor; i = inactive; · = not tested or not shown; [ ] = remark or other dose.
SMILES,Cl transport mod,Furin inh,TRPML3 ag,thrombin 1536,Calpain2 inh,Tb hexokinase,EBV gp42 block,TRPN1 ag,PPC-1+TRAIL kill
COC(=O)C1=C(C)N(C)C(C)=C(C(=O)OC)C1c1ccc(F)c(Br)c1,0.068,-18,-1.5,-3,16,-5,-7,-3.0,16
COc1ccc(C(=O)N2CC3(C)C4CCC3(C)C2(C#N)C4)cc1OC (centres undefined),0.9,-14,0.8,0,-4,4,3,-0.1,-4
CC(NCc1ccc(S(N)(=O)=O)cc1)C(=O)Nc1ccc([N+](=O)[O-])cc1Cl (centres undefined),1.4,-14,1.3,·,-16,-6,-18,2.0,-12
CCn1c(NCc2cc(Br)ccc2NS(=O)(=O)c2ccc(C)cc2)nc2ccccc21,0.32,-18,-0.1,1,-29,-5,-14,-1.4,-8
COc1ccc(-c2n[nH]c(=S)n2/N=C/C=C\c2ccccc2OC)cc1,1,-16,0.0,10,17,3,5,-1.5,8
O=C(Nc1cccnc1Cl)c1ccc(=O)oc1,·,-4,0.3,2,26,-36,-4,-0.1,12
Cn1cc(C(=O)NCc2ccc(F)cc2)cn1,-0.02,-32,0.2,2,-19,3,-10,1.5,-3
COCC(C)n1c(C)cc(C(=O)CSc2nc3ccccc3c(=O)[nH]2)c1C (centres undefined),-0.58,-18,1.5,-1,-7,-5,-14,3.1,8
CCCCNC(=O)NNC(=O)c1ccc(F)cc1,0.87,-23,0.5,-4,16,-6,-13,-0.5,11
CCOC(=O)c1c(NC(=O)CN2C(=O)NC3(CCC(CC)CC3)C2=O)sc(C)c1-c1ccc(C)cc1 (centres undefined),-0.14,-27,0.5,-5,-3,-5,-18,-1.6,25
N=C1C(c2ccccc2)=C(O)CN1c1ccccc1,1.7,-27,1.4,2,20,-2,-3,0.9,-29
CC(C)(C)NC(=O)C(c1ccc(F)cc1)N(Cc1ccccc1Cl)C(=O)c1ccn[nH]1 (centres undefined),0.0094,-20,1.2,2,34,-3,6,1.3,11
Cn1cccc1CC(=O)N/N=C/c1ccc(Cl)c([N+](=O)[O-])c1,-0.11,-9,0.6,-1,-23,-10,-3,1.2,26
CC(N=C1NS(=O)(=O)c2ccccc21)C(=O)NCCCc1ccccc1 (centres undefined),-2.1,-9,1.0,-13,4,0,-2,0.2,-16
Cc1ccccc1Nc1nc2ccccc2n1C(C)C,0.16,-8,0.3,-4,-10,0,30,-2.1,2
CC(C)Cc1nnc(NC(=O)CC(=O)Nc2ccccc2C(=O)O)s1,-0.0079,-14[20 µM],0.3,0,6,-7,-23,-0.4,3
COC(=O)c1nnn(-c2nonc2N)c1CSCCO,0.71,-12[20 µM],0.7,-11,9,2,-5,0.5,21
Cn1c(-c2ccccc2)cnc1N,0.089,-23[20 µM],-0.6,-1,-20,-2,-14,0.1,-22
CCOC(=O)c1ccc(NC(=O)CSC(=S)N2CCOCC2)cc1,2,-4,0.7,-9,13,-4,7,1.0,5
COC(=O)c1[nH]c(C)c(/C(O)=C2\C(=O)C(=O)N(CCN3CCOCC3)C2c2ccc(C)o2)c1C (centres undefined),0.29,-20,0.2,-1,3,-24,-9,0.5,2
Cc1c(Br)c([N+](=O)[O-])nn1C(C)C(=O)Nc1c(C)n(C)n(-c2ccccc2)c1=O (centres undefined),0.87,-17[20 µM],0.3,-1,8,1,4,-0.5,11
COc1ccc(OC)c(NC(=O)C23CCC(C)(C(=O)C2)C3(C)C)c1 (centres undefined),0.6,-6[20 µM],0.1,-8,-21,0,-10,0.5,-9
Cc1ccc(/C=C2\SC(=S)N(c3cccnc3)C2=O)o1,0.2,-21,0.8,3,-15,-6,-20,2.0,7
CCOC(=O)C(NC(=O)CC)(N1CCc2ccccc2C1)C(F)(F)F (centres undefined),0.056,-19[20 µM],-0.2,-2,17,2,-23,2.4,17
Clc1ccc2c(c1)nc1n2CCCC1,-0.59,-36,0.4,4,-1,8,-3,-0.6,3
CCC1(c2ccccc2)NC(=S)N(c2ccc(C)cc2)N1 (centres undefined),78*,-21,1.0,-5,-11,0,-18,0.5,·
CCN(CC)CCCNC(=O)c1cn(CCOC)c(=O)c2c1c1ccccc1n2C,·,-40,1.4,-4,-73,-18,-9,0.8,21
Cc1ccc(NC(=O)Nc2cccc(Cl)c2)c(C(=O)O)c1,-2.6,-25,2.3,-6,-349,-1,-1,-0.2,15
CN(C)CC1CCCCC1C1(O)c2ccccc2CSc2sccc21 (centres undefined),0.8,-25[20 µM],1.2,0,-22,2,-9,0.7,32
CC(=O)Nc1ccc(S(=O)(=O)N2CCCC(C(=O)O)C2)cc1 (centres undefined),0.86,-16,0.2,-3,14,-1,3,-0.5,17
O=C(NNC1CC(=O)N(c2cccc(Cl)c2)C1=O)c1cccs1 (centres undefined),0.24,-2,1.2,-8,-4,34,-6,0.3,24
O=C(O)c1ccc(N/N=C/c2ccc(-c3cc(Cl)ccc3Cl)o2)cc1,-0.78,-8,-0.4,-7,23,20,14,-0.1,16
COc1ccc(S(=O)(=O)N2CCC(C(=O)NCc3ccccc3)CC2)cc1OC,-0.0015,-11,0.6,-3,28,0,-12,-0.1,5
CCOC(=O)Oc1ccc2c(c1)C(C)=CC(C)(C)N2C(=O)OCC,0.79,-27[20 µM],0.0,0,-5,0,-5,-1.9,8
COC(=O)c1ccccc1NC(=O)CSc1nc2ccccc2c(=O)[nH]1,0.24,-5[20 µM],0.0,-5,7,31,-11,-0.1,14
CNC(=O)c1ccc(Nc2nnc(-c3ccc(C)c(S(=O)(=O)NCC4CCCO4)c3)c3ccccc23)cc1 (centres undefined),-1.2,-9,-0.5,-2,-3,-29,-20,0.8,0
Cc1nn(Cc2ccccc2)c(C)c1NC(=O)c1ccc([N+](=O)[O-])cc1[N+](=O)[O-],0.8,-17,0.8,-3,-4,5,-1,1.8,5
Cc1ccc(Cl)cc1N1CCN(C(=O)C2CCCN(S(=O)(=O)c3cnc[nH]3)C2)CC1 (centres undefined),0.87,-14,0.2,-9,-10,-3,-7,0.4,-27
COc1cccc(/C=N/NC(=O)CNC(=O)c2cccs2)c1O,-0.16,-16,0.5,-7,-44,-12,12,0.5,11
CCN(CC)c1ccc2c(c1)CCCN2,-0.013,-3,1.0,-4,-19,-4,-20,2.1,30
Cc1nnc2sc(-c3cccc(NC(=O)c4cccnc4)c3)nn12,·,-10[20 µM],0.1,0,-5,5,-11,0.2,16
CCOc1ccccc1C1CC(=O)Nc2c1c(=O)n(C)c(=O)n2C (centres undefined),0.0011,-25,-0.1,-2,-7,-6,-15,-0.4,9
O=S1(=O)CCN(Cc2ccc(Cl)c(C(F)(F)F)c2)CC1,0.89,-21,1.1,-2,-7,4,-5,2.4,24
CC(=O)c1cc2c(cc1NC(=O)CN1CCCCCCC1)OCO2,-0.26,-22[20 µM],0.0,0,-30,-7,-9,-1.5,7
CSc1ccccc1C(=O)Nc1ccccc1C(=O)NC(C)C,0.53,-30,0.1,3,20,-3,-4,1.3,-12
CCN(CC)CCCNc1nnc(C)c(=O)[nH]1,0.8,-14,0.7,-4,-11,3,-28,0.9,11
COc1ccc2nc(SCC(=O)Nc3ccccc3C)[nH]c2c1,0.38,-15[20 µM],0.4,4,3,2,-13,-1.5,4
CN(C)C(CNC(=O)NC1CCCCC1)c1cccnc1 (centres undefined),·,-17,0.4,-5,-6,1,3,-0.5,-2
O=C(NC1CCN(Cc2ccccc2)CC1)c1cc(Br)c(Br)[nH]1,-0.0036,-28,0.8,1,-4,6,-8,1.7,0
N#Cc1c(-c2ccc(F)cc2)noc1N,-0.05,-18[20 µM],0.0,1,7,2,-22,0.2,-12
COc1cc(SC)ccc1C(=O)NCCOc1ccccc1Cl,-2.4,-17,-0.4,-4,12,3,-1,-0.5,10
CC1=CC(C)(C)N(C(=O)C(C)N2C(=O)c3ccccc3C2=O)c2c(C)cc(C)cc21 (centres undefined),-1.2,-16[20 µM],0.5,-4,-11,23,1,-0.9,9
CCCCN(CCCC)c1nc2ccccc2nc1NS(=O)(=O)c1ccc(NC(C)=O)cc1,1.2,-13[20 µM],1.1,-6,-299,-22,-11,-0.9,1
Cc1ccc(F)cc1NC(=O)C12CC3CC(C1)CC(n1cnc([N+](=O)[O-])n1)(C3)C2,0.43,-7[20 µM],-0.6,3,-15,5,-15,-1.5,-5
c1ccc(-c2noc(CC3CCCCC3)n2)cc1,0.094,-25,1.1,2,-5,-4,12,0.4,5
COc1ccc(C)cc1NC(=O)c1cc2c(s1)CCC2,-0.26,-8,-0.8,-11,16,-2,3,-2.7,36
Cc1cc(C)c(C#N)c(SCc2cn3c(C)cccc3n2)n1,-2.9,-12,-1.1,12,31,-7,10,-0.5,-1
O=C(NCc1ccccc1)/C(=N\O)c1ccccc1,·,-10,0.0,-5,7,1,-1,0.7,22
O=Cc1cccn1-c1ccc2ccccc2c1,-0.49,-13,0.2,-9,20,-4,-2,-1.3,8
CCCCNC(=O)c1cc2c(=O)n3cccc(C)c3nc2n(Cc2ccccc2)c1=N,-0.93,-120,0.5,-19,i,6,-4,0.9,14
O=C1C=C(Nc2ccc(Cl)cc2)C(=O)N1c1ccc(Cl)cc1,0.0046,-12,0.9,-8,-13,-6,32,-0.5,18

# Some of the entries so far, field by field.
N#Cc1c(-c2ccc(F)cc2)noc1N
  Cl transport mod: -0.05; Furin inh: -18[20 µM]; TRPML3 ag: 0.0; thrombin 1536: 1; Calpain2 inh: 7; Tb hexokinase: 2; EBV gp42 block: -22; TRPN1 ag: 0.2; PPC-1+TRAIL kill: -12
COc1cc(SC)ccc1C(=O)NCCOc1ccccc1Cl
  Cl transport mod: -2.4; Furin inh: -17; TRPML3 ag: -0.4; thrombin 1536: -4; Calpain2 inh: 12; Tb hexokinase: 3; EBV gp42 block: -1; TRPN1 ag: -0.5; PPC-1+TRAIL kill: 10
CC1=CC(C)(C)N(C(=O)C(C)N2C(=O)c3ccccc3C2=O)c2c(C)cc(C)cc21 (centres undefined)
  Cl transport mod: -1.2; Furin inh: -16[20 µM]; TRPML3 ag: 0.5; thrombin 1536: -4; Calpain2 inh: -11; Tb hexokinase: 23; EBV gp42 block: 1; TRPN1 ag: -0.9; PPC-1+TRAIL kill: 9
CCCCN(CCCC)c1nc2ccccc2nc1NS(=O)(=O)c1ccc(NC(C)=O)cc1
  Cl transport mod: 1.2; Furin inh: -13[20 µM]; TRPML3 ag: 1.1; thrombin 1536: -6; Calpain2 inh: -299; Tb hexokinase: -22; EBV gp42 block: -11; TRPN1 ag: -0.9; PPC-1+TRAIL kill: 1

# Compound activity (PubChem)
